Screens (PubChem BioAssay)
15-hLO inh = qHTS Assay for Inhibitors of 15-hLO (15-human lipoxygenase); purified 15hLO-1, xylenol orange hydroperoxide absorbance; actives 1.4% (n = 74,000); Potency, µM (top dose mostly 57.1 µM), inactives show at the highest dose activity change, negative = inhibition, actives largely listed as inhibitors; Polyunsaturated fatty acid lipoxygenase ALOX15 (Homo sapiens), P16050; further: potency means the concentration at half of the fitted maximal effect; on the % scale 0 is the no-effect control and ±100 the full control effect; nearly all actives have a fitted effect of over 55% in size
Target sequence (P16050 whole entry, looked up): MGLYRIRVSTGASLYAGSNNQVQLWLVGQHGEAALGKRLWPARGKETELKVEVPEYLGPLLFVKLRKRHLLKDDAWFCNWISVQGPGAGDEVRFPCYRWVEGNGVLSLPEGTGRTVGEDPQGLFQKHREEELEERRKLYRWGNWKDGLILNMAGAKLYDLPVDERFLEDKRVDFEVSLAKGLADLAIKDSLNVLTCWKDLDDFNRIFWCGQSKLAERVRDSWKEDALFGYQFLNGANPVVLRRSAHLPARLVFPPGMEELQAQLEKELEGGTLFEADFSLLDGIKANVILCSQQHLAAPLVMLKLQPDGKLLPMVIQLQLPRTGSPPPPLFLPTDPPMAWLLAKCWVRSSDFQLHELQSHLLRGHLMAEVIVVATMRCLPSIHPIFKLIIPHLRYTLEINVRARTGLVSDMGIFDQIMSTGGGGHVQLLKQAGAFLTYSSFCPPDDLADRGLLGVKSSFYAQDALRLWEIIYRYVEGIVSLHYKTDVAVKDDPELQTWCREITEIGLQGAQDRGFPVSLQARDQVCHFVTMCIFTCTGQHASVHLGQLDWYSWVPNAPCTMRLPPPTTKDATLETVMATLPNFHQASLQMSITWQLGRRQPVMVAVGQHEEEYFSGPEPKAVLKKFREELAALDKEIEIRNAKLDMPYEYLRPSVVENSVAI
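Quantitative HTS in 25 mM Hepes pH 7.5 containing 0.01% Triton X-100: human 15hLO-1 at 40 nM, arachidonic acid at 50 uM, 6 min turnover. Product quantified via ferrous oxidation/xylenol orange, 573:405 nm absorbance ratio.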
TexasRed autofl = qHTS Assay for Spectroscopic Profiling in Texas Red Spectral Region. AID 587, 2007. actives 0.06% (n = 59,000). max dye-equivalent concentration, M. Compound fluorescence, Texas Red channel, 547/618 nm; hits give high values; in the data active means max dye-equivalent concentration above about 10 nM; inconclusive means between about 1.1 nM and that limit
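qHTS profiling of intrinsic compound fluorescence; 100 mM Tris pH 8.0; 15 min RT; ex 547 / em 618 nm; response expressed as Texas Red dye-equivalent concentration from six-point plate standard.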
HADH2 inhib = qHTS Assay for Inhibitors of HADH2 (Hydroxyacyl-Coenzyme A Dehydrogenase, Type II). actives 3.4% (n = 73,000). recombinant HADH2, NADH fluorescence, beta-hydroxybutyryl-CoA. Potency, µM (highest dose often 57.1 µM), without a hit: at the highest dose activity change, negative = inhibition, most hits filed as inhibitors. AID 886, 2007; further: potency means the concentration at half of the fitted maximal effect; on the % scale 0 is the no-effect control and ±100 the full control effect; nearly all actives have a fitted effect of over 60% in size; many of its hits are not listed in these tables
Target sequence (Q99714 whole entry, looked up, one chain of several): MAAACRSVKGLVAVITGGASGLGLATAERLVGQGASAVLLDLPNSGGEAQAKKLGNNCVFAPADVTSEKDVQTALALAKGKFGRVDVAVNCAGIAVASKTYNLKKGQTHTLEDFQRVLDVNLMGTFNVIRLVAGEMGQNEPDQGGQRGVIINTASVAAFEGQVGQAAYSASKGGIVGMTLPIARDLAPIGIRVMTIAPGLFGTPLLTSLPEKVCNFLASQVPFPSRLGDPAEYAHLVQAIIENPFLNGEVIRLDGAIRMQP
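Activity measured as NADH fluorescence gain (360/450 nm), taken as the change between first and last reads of a 4-min kinetic run. Conditions: pH 9.0 Tris buffer, 20 nM E. coli-expressed His-tagged enzyme, 1 mM NAD+, 90 uM beta-hydroxybutyryl-CoA; 15-min compound preincubation.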
Fluorescein autfl = qHTS Assay for Spectroscopic Profiling in Fluorescein Spectral Region; Compound autofluorescence, 480/540 nm, fluorescein-equivalent; hits give high values; max fluorescein-equivalent concentration, M; actives 0.91% (n = 59,000); AID 593, 2007; in the data active means max fluorescein-equivalent concentration above about 10 nM; inconclusive means between about 1.1 nM and that limit
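In this qHTS profile, compound fluorescence was measured with a 480 nm/540 nm filter pair following a 15-min room-temperature incubation in 100 mM Tris (pH 8.0). A six-point fluorescein series on each plate served for normalization.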
DNA Pol III inh = qHTS Assay for Inhibitors of DNA Polymerase III Holoenzyme System. reconstituted DNA polymerase III holoenzyme replication, biochemical. Potency, µM (top dose mostly 57.1 µM), without a hit: top-dose activity change, negative = inhibition. actives 0.25% (n = 71,000). AID 603, 2007; further: potency means the concentration at half of the fitted maximal effect; on the % scale 0 is the no-effect control and ±100 the full control effect
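Reconstituted *E. coli* holoenzyme (0.35 nM Pol III, 1 nM beta, 154 nM SSB, 2 nM primase) was preincubated with compound for 15 min at RT. Synthesis on 1.4 nM ssM13Gori ran 35 min, then was stopped with PicoGreen/EDTA and read as dsDNA fluorescence.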
4MU fluor = qHTS Assay for Spectroscopic Profiling in 4-MU Spectral Region | compound autofluorescence, 340/450 nm, 4-MU equivalents; hits give high values | max dye-equivalent concentration, M | actives 11% (n = 59,000); in the data active means max dye-equivalent concentration above about 10 nM; inconclusive means mostly about 1.1 nM to 9.6 nM
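Intrinsic fluorescence at 340/450 nm (ex/em) was read after 15 min at room temperature in pH 8.0, 100 mM Tris. Each compound concentration expressed as 4-MU-equivalent concentration from a six-point 4-MU standard series on each plate.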
Hsp90 Hop PPI = qHTS Assay for Disrupters of an Hsp90 Co-Chaperone Interaction; Hsp90 C-terminal peptide / TPR2A (Hop) interaction, human; AlphaScreen TPR2A-His6 binding biotin-Hsp90 C-terminal peptide; Potency, µM (series often up to 57 µM), for inactives: at the top dose activity change, negative = inhibition; actives 0.44% (n = 71,000); AID 595, 2007; active means well fitted curve in either direction with a large enough effect; inconclusive means small, poorly fitted or top-dose-only effect, or another doubt; further: potency means the concentration at half of the fitted maximal effect; on the % scale 0 is the no-effect control and ±100 the full control effect; many of its hits are not listed in these tables
Rhodamine autofl = qHTS Assay for Spectroscopic Profiling in Rhodamine Spectral Region; AID 594, 2007; actives 0.05% (n = 59,000); max dye-equivalent concentration, M; Rhodamine-region fluorescence, 547/598 nm, Tris buffer; hits give high values; in the data active means max dye-equivalent concentration above about 11 nM; inconclusive means between about 1.1 nM and that limit
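qHTS spectral profiling of compounds without any target or enzyme present, in pH 8.0 Tris buffer; plates were read after a 15-minute room-temperature incubation using the rhodamine-region filter set.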
Ub-GFP proteasome = Ubiquitin-GFP Assay | Ubiquitin-GFP reporter cells, proteasome inhibition, GFP fluorescence; response scale: untreated = 0%, 10 µM MG-132 = 100% | 67,000 tested, under 10 active | AID 526, 2006 | Potency, µM (series often up to 45.9 µM), for inactives: at the top dose activation (GFP accumulation), usual class: activators; active means well fitted activation curve with a large enough effect, not every such curve was filed as active; inconclusive means small, poorly fitted or top-dose-only effect, or another doubt; inactive means no such curve, though single readings can be large or run the other way; further: potency means the concentration at half of the fitted maximal effect
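U2OS Ub(G76V)-GFP reporter; O/N plating, 0.5% FBS; cpd 46 uM–2.9 nM, 4 h, 37 °C; GFP+ cell count, 488/515 nm; norm. to basal vs 10 uM MG-132; CRC fit.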
HBB splicing = qHTS Assay for Modulators of Hemoglobin Beta Chain Splicing | HBB splicing reporter cell assay, activation; EGFP reporter with mutant IVS2-654 intron; response scale: normalised to 500 nM splice-correcting PNA | Potency, µM (highest dose often 46.1 µM), for the others: top-dose activation, most hits filed as activators | actives 0.06% (n = 65,000) | AID 925, 2007; further: potency means the concentration at half of the fitted maximal effect; 0% is about no effect
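HeLa cells stably expressing EGFP interrupted by mutant beta-globin intron 2 (IVS2-654), 500/well in 2% FCS. Treated with compound for 2 days at 37C. Splicing correction scored as total well GFP intensity (488 nm excitation, 500-520 nm emission); 500 nM antisense PNA served as control.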
GFP derepression = qHTS Assay for Epigenetic Modulators; actives 0.09% (n = 68,000); mouse C127i GFP locus derepression, cytometry, 30 h; Potency, µM (highest dose often 46.1 µM), for the others: at the top dose GFP derepression (activation); further: % of control where 0% means no effect
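Derepression screen: silenced CMV-GFP reporter in murine C127i cells, 30 h compound incubation at 37 C, washed cells imaged by laser-scanning cytometer to enumerate GFP-expressing objects of 20 to 120 um.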
Numbers without * were called inactive; i = inactive; ? = inconclusive; · = not tested or not shown; [ ] = another dose, or the depositor's remark. Unless noted, the call rests on the fitted dose curve; in most records, active means well fitted curve in the direction sought with a large enough effect; inconclusive means small, poorly fitted or top-dose-only effect, or another doubt; inactive means no such curve, though single readings can be large; an effect the other way counts as inactive or inconclusive. An excerpt; count on the stated rates, not on these rows.

Molecule	15-hLO inh	TexasRed autofl	HADH2 inhib	Fluorescein autfl	DNA Pol III inh	4MU fluor	Hsp90 Hop PPI	Rhodamine autofl	Ub-GFP proteasome	HBB splicing	GFP derepression
CC(=O)NCCC(=O)Nc1ccc(C)c(F)c1	1.1%	i	-3.4%	i	-5.9%	i	-1.2%	i	-2.9%	-0.2%[57.5 µM]	0.6%
Cc1nc2cncnc2n(C2CC2)c1=O	4.2%	i	-11.8%	i	-9.1%	i	-2.0%	i	-2.2%	0.9%	2.4%[9.22 µM]
CCOc1ccc(OCC)c(NC(=O)C2CCN(c3nn4c(=O)cc(C)nc4s3)CC2)c1	-5.0%	i	-5.2%	i	-1.6%	i	1.8%	i	-11.2%	3.0%	0.0%
C[C@]12CC[C@@H]3c4ccc(OC(=O)c5ccccc5)cc4CC[C@H]3[C@@H]1CC[C@@H]2O	·	i	·	i	·	i	·	i	·	·	-0.9%[20.6 µM]
CCOC(=O)CSc1n[nH]c(-c2ccco2)n1	11.1%	·	-1.8%	·	-4.3%	·	-4.6%[2.3 µM]	·	2.9%	-0.1%	·
CC(=O)N(c1ccc(N(C(C)=O)S(=O)(=O)c2cccs2)cc1)S(=O)(=O)c1cccs1	-1.2%	i	?	i	-11.4%	i	-4.9%	i	-2.7%	-0.1%	0.0%
Cc1[nH]c(=O)[nH]c(=O)c1NC(=O)CSc1ncccc1-c1nc2ccccc2[nH]1	6.4%	i	6.1%	i	-2.0%	?	-0.9%	i	2.3%	·	0.0%
Cn1nc(C(=O)NCc2ccc(F)cc2)c2ccccc2c1=O	-9.8%	i	15.3%	?	-4.9%	i	-2.7%	i	0.8%	-0.3%[57.5 µM]	?
CCOC(=O)c1ccc(NC(=O)CSc2nnc(-c3cccs3)n2C)cc1	?	i	25.1µM*	i	-5.7%	6.12e-07M*	?	i	-1.0%	0.1%	2.9%
Cc1c(O)ccc2c3c(c(=O)oc12)CCCC3	-11.1%	i	25.1µM*	i	-4.4%	2.07e-06M*	-1.8%	i	-2.6%	-0.6%	0.0%
CCC(=O)Nc1c(C(=O)Nc2cccc(OC)c2)oc2ccccc12	-9.4%	i	?	?	-5.6%	i	-0.4%	i	7.4%	-0.3%	0.0%
COc1ccc(OC)c(C2=Nn3c(nnc3-c3cc(OC)c(OC)c(OC)c3)SC2)c1	5.3%	i	1.0%	?	-6.2%	i	-2.4%	i	-8.3%	-1.8%	2.9%
Nc1ccccc1S[C@@H](C[N+](=O)[O-])c1ccc2c(c1)OCO2	2.51µM*	i	?	?	-12.5%[11.4 µM]	i	-5.6%[11 µM]	i	-3.1%[9.17 µM]	-1.1%[9.22 µM]	3.4%[9.22 µM]
CCOC(=O)c1ccc(NC(=O)CN(C)S(=O)(=O)c2ccc(OC)cc2)cc1	-12.2%	i	6.1%	i	-0.1%	i	?	i	-3.9%	-0.2%	2.1%
O=C(NCc1ccco1)c1cccn2c(=O)c3sccc3nc12	-13.1%	i	0.5%	i	-16.9%	8.82e-08M*	-3.6%	i	-7.4%	-4.0%	0.0%
CCn1nnc(-c2ccccc2NS(=O)(=O)c2ccc(C(=O)OC)cc2)n1	-3.0%	?	1.2%	?	-2.6%	i	8.6%	i	-2.5%	0.2%	2.7%
CCC(C(=O)Nc1ncn[nH]1)(C(F)(F)F)C(F)(F)F	·	i	·	i	·	i	·	i	·	·	-2.6%[20.6 µM]
O=C(O)C1CCCCC1C(=O)NCCc1ccc(Cl)cc1 (stereo unspecified)	-5.0%	i	-28.5%	?	-8.2%	3.55e-07M*	-7.7%	i	-1.4%	-0.3%	0.0%
O=C1Cn2c(nc3ccccc32)N1c1ccccc1F	4.6%	?	0.1%	?	3.9%	i	-4.9%	i	2.1%	-0.4%	-2.1%
N=c1c2c3c(sc2ncn1CCCN1CCOCC1)CCCCC3	6.4%	?	4.5%	i	-9.8%	i	-2.2%	i	0.0%	-0.2%	1.8%
CC(C)CC(c1nnnn1C1CCCC1)N1CCN(C(=O)c2ccco2)CC1 (stereo unspecified)	-2.5%	i	7.4%	i	-0.3%	i	-5.8%	i	-6.9%	·	-0.9%
N#CC(C#N)=C(N)/C(C#N)=C/c1ccc(O)cc1	-6.7%	i	?	?	-2.4%	?	-4.0%	i	-7.9%	-0.8%	-1.1%
COc1ccc2c3c(c(=O)oc2c1OCC(N)=O)CCCC3	0.5%	?	4.2%	?	-2.9%	?	-6.2%	i	-3.7%	-0.6%	-2.9%
O=C1OCc2cc(NC(=O)C3CCCO3)ccc21 (stereo unspecified)	7.8%	i	-1.2%	i	-7.1%	i	-2.8%	i	-2.5%	0.4%	-2.3%
CC(NC(=O)c1ccco1)C(=O)OCc1cccc(Cl)c1 (stereo unspecified)	-4.2%	i	-2.5%	?	?	i	3.7%	i	-2.7%	0.4%[57.5 µM]	-4.7%
CCc1nc(SC)[nH]c(=O)c1C	4.9%	?	-3.2%	?	-7.7%	i	-2.6%	i	-0.8%	-1.4%	0.0%
CC1(C)CC(=O)C(C=NCc2ccccn2)=C(O)C1	3.3%	·	-3.3%	·	-2.6%	·	-3.7%	·	0.0%	-0.6%[9.22 µM]	-2.2%
O=C(CN1CCN(c2ncc(C(F)(F)F)cc2Cl)CC1)Nc1ccc2c(c1)OCO2	-6.5%	i	3.2%	?	-15.5%	i	-1.4%	i	0.9%	2.5%[57.5 µM]	0.0%
CCn1c(SCC(=O)N(C(C)C)C(C)C)nnc1-c1cc2ccccc2cc1O	-0.1%	i	-11.8%	i	-4.3%	?	0.5%	i	-3.0%	-0.3%[57.5 µM]	-1.9%
Cn1c(=O)oc2cc(S(=O)(=O)N3CCCc4ccccc43)ccc21	-1.2%	·	7.0%	·	-5.3%	·	5.3%	·	4.4%	-0.2%	·
Cc1nc2cnc(Nc3ccccc3)nc2n(C)c1=O	8.9%	i	-7.4%	i	-11.5%	i	0.1%	i	-2.9%	2.1%	2.7%[9.22 µM]
CN(C)c1ncc2nc(CCc3ccccc3)c(=O)n(Cc3ccc(F)cc3)c2n1	-14.0%	i	0.6%	i	-6.1%	1.9e-08M*	-3.2%	i	4.0%	10.1%	4.9%[9.22 µM]
Nn1c(Cc2ccccc2F)nnc1SCn1nnc2ccccc2c1=O	-3.0%	i	-4.7%	?	1.8%	i	-1.9%	i	-2.7%	-0.9%	0.0%
CC1(C)S[C@@H]2[C@H](NC(=O)[C@@H](NC(=O)N3CCNC3=O)c3ccccc3)C(=O)N2[C@H]1C(=O)O	10.1%[25.6 µM]	?	-16.0%[25.6 µM]	i	-4.4%[25.6 µM]	i	-7.1%[26 µM]	i	0.0%[20.5 µM]	0.0%[20.6 µM]	0.0%[20.6 µM]
Cc1nnc(Nc2ccccn2)c2ccccc12	-0.2%	i	-18.7%	?	-1.2%	i	-26.4%	i	-3.0%	-0.2%[57.5 µM]	2.4%
O=C(CCN1C(=O)COc2ccccc21)NCc1ccco1	-0.1%	i	1.5%	i	-3.9%	i	-4.3%	i	-1.7%	-2.2%[57.5 µM]	2.6%
Cc1ccc(NC(=O)N2CCC(C(=O)NCCC3=CCCCC3)CC2)cc1	-5.5%	i	5.1%	?	-6.2%	i	-2.6%	i	-1.9%	-1.4%	2.6%

Three entries already listed, ordered by the value under Ub-GFP proteasome, smallest number first:
compound	15-hLO inh	TexasRed autofl	HADH2 inhib	DNA Pol III inh	4MU fluor	Hsp90 Hop PPI	Rhodamine autofl	Ub-GFP proteasome	GFP derepression
CCOc1ccc(OCC)c(NC(=O)C2CCN(c3nn4c(=O)cc(C)nc4s3)CC2)c1	-5.0%	i	-5.2%	-1.6%	i	1.8%	i	-11.2%	0.0%
O=C(CCN1C(=O)COc2ccccc21)NCc1ccco1	-0.1%	i	1.5%	-3.9%	i	-4.3%	i	-1.7%	2.6%
N=c1c2c3c(sc2ncn1CCCN1CCOCC1)CCCCC3	6.4%	?	4.5%	-9.8%	i	-2.2%	i	0.0%	1.8%
